Yeast superoxide – caloric restriction mimetics inhibiting age-related superoxide in yeast. superoxide response (% of plate mean), % at 10 µM. AID 2690. S. cerevisiae aged cells, superoxide DHE fluorescence; stronger effect = lower value. hit rate 0.18% among 330,000;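 active = superoxide response under a set limit, about three screen SD below normal, cut at about 65% in these data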;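 also: yeast aged for seven days with compound at 30 °C before DHE staining; 100% = average MFI of all compound-treated wells on the plate with controls excluded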
RPL19A-GFP yeast – yeast TOR pathway RPL19A-GFP modulation; S. cerevisiae RPL19A-GFP strain, flow cytometry, 3 h; stronger effect = lower value; percent response vs DMSO, % at 10 µM; hit rate 0.3% among 330,000; AID 2025;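 active = percent response vs DMSO below 50%; inconclusive = fewer than 70 events counted for the yeast strain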;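 also: median channel GFP fluorescence of the barcoded RPL19A-GFP strain; ratio of sample median GFP to plate DMSO average so 100% = DMSO; lower means less RPL19A-GFP as with rapamycin TOR inhibition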
MEP2 TOR yeast – yeast TOR pathway MEP2-GFP modulation | GFP response vs DMSO, % at 10 µM | S. cerevisiae MEP2-GFP strain, flow cytometry GFP, 3 h; 100% = DMSO control level | hit rate 0.51% among 330,000;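 active = GFP response versus DMSO above a set limit, roughly screen mean plus 3 SD, cut at about 180% in these data; inconclusive = fewer than 70 cells counted for a yeast strain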;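 also: median GFP fluorescence of the barcode-gated MEP2-GFP cells per well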
procasp7 counter – counter-screen: procaspase-7 (human) activation | hit rate 0.093% among 330,000 | activation, % at 8.5 µM | P55210 | recombinant procaspase-7, Ac-DEVD-pNA absorbance 405 nm; D23A/D198A/D206A triple mutant, cannot self-cleave; scale: DMSO 0, 5 µM enzyme 100;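 active = percent activation above the screen-wide mean plus 3 SD, cut at about 25% in these data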
Target sequence (P55210 whole entry D23A/D198A/D206A): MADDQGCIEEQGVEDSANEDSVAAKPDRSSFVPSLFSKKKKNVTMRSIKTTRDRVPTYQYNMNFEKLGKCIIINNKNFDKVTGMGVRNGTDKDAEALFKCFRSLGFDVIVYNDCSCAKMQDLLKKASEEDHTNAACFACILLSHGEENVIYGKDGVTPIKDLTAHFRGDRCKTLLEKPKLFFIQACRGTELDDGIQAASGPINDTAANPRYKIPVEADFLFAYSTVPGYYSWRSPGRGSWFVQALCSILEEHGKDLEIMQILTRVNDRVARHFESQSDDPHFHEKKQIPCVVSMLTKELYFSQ
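System: Procaspase-7 triple mutant (PC-7 D3A); measure: % activation from two-timepoint absorbance difference, scaled to controls; times: 1 h compound preincubation, 2 h substrate cleavage, 25 °C; also added: Ac-DEVD-pNA substrate, 400 µM as added; measured by: Epi-absorbance of released pNA at 405 nm, two timepoints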
GASC-1 inh – human JMJD2C demethylase inhibition; Q9H3R0; GST-JMJD2C(1-420) H3K9me3 demethylation, DELFIA europium; inhibition, % at 2.35 µM; hit rate 0.069% among 330,000; AID 2099;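 active = more than half of a compound's replicate wells show inhibition beyond 50%, single wells judged on their own value; inconclusive = some, but no more than half, of replicates pass 50% inhibition; inactive = no replicate passes 50% inhibition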;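 also: signal counts dimethyl H3K9 product captured on neutravidin plate; 0% = median of DMSO wells and 100% = 0.3 times that DMSO median; strong numbers were not always called active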
Target sequence (Q9H3R0 1-420 limits assumed): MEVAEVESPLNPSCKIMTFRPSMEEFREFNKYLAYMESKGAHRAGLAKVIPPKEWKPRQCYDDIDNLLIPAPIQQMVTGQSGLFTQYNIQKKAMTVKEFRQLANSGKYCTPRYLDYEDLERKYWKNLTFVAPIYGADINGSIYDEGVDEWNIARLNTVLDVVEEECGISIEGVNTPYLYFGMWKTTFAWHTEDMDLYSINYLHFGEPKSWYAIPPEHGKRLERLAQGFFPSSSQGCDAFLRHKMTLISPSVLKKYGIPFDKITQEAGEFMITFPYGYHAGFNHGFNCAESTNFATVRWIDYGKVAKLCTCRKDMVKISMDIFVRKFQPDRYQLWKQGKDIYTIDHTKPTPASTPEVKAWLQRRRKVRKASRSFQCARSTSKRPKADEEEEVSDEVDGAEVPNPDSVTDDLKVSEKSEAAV
LAP4 TOR yeast – alters LAP4-GFP fluorescence in TOR pathway yeast screen | S. cerevisiae LAP4-GFP multiplex, flow cytometry GFP, 3 h; median GFP as percent of DMSO wells | GFP response vs DMSO, % at 10 µM | hit rate 0.34% among 320,000 | AID 2023;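 active = GFP response vs DMSO above a set limit, about the screen mean plus 3 SD, cut at about 150% in these data; inconclusive = under 70 cell events counted for the yeast strain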
proCasp3 act – activates human procaspase-3 | P42574 | recombinant procaspase-3 D3A, Ac-DEVD-pNA absorbance 405 nm | activation, % at 8.5 µM | AID 463141 | hit rate 0.11% among 330,000;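 active = activation above the mean of all tested compounds plus 3 SD, cut at about 21% in these data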;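 also: 0% = DMSO alone and 100% = DMSO wells spiked with extra 5 µM PC-3 D3A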
Target sequence (P42574 whole entry D9A/D28A/D175A): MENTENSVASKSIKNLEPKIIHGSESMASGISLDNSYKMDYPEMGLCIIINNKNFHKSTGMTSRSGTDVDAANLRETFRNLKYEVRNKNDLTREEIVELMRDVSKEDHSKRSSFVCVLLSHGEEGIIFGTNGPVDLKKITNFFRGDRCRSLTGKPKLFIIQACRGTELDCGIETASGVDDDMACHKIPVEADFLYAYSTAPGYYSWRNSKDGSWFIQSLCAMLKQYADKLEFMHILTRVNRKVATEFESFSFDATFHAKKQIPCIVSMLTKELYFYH
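Assay system – Procaspase-3 D3A mutant, all three cleavage aspartates alanine · Controls – DMSO-only low control, 5 µM PC-3 D3A high control · Schedule – 1 h compound preincubation, 2 h substrate hydrolysis at 25 °C · Signal – 405 nm absorbance of p-nitroaniline, reads at 0 and 120 min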
AHR activator – human AHR activation. P35869. AHR-responsive luciferase reporter cells, luminescence. activation, % at 5 µM. hit rate 2.5% among 320,000. AID 2796; in the data active = activation above about 47%;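 also: 0% = vehicle wells and 100% = reference agonist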
Starred values were filed as active, the others as inactive; ? = inconclusive; . = not tested or not shown.

SMILES	Yeast superoxide	RPL19A-GFP yeast	MEP2 TOR yeast	procasp7 counter	GASC-1 inh	LAP4 TOR yeast	proCasp3 act	AHR activator
O=C(N/N=C/c1c[nH]c2ccccc12)C1CC1c1ccccc1 (stereo unspecified)	101	101	108	4	-3	99	-1	27
COc1ccc(-n2nnnc2SCC(=O)Nc2nc3c(s2)CCCC3)cc1	84	101	97	-1	5	99	11	8
C[C@H]1CN([C@@H](C)CO)C(=O)c2cc(NC(=O)NC3CCCCC3)ccc2O[C@H]1CN(C)C(=O)Nc1ccc(C(F)(F)F)cc1	124	99	106	4	-1	94	6	0
CCC(=O)Nc1ccc(-c2ccc(N3CCC(C)CC3)nn2)cc1	88	100	100	-2	-6	98	5	-4
COC(=O)CSc1nnc(C)n1-c1ccc(C)cc1	99	97	97	4	3	105	-4	1
Cc1cc(NC(=O)c2cccc(S(=O)(=O)N3CCCCCC3)c2)no1	93	97	101	4	17	104	2	1
CCCn1c2ccccc2c2cnn(CC(=O)NC3CCCCC3)c(=O)c21	95	103	111	12	4	99	4	2
C=CCn1c(CNC(=O)c2ccccc2F)nnc1SCC(=O)NC(C)c1ccccc1 (stereo unspecified)	91	97	107	-2	2	100	-6	0
COc1ccc(C(=O)OCC(=O)Nc2c(C)cccc2C)cc1	101	104	111	-1	-17	113	1	-2
Cc1cc(=O)oc2c3c(cc(OCC(=O)NCC4CCC(C(=O)O)CC4)c12)OC(C)(C)CC3 (stereo unspecified)	109	98	101	-3	?	99	2	0
Cc1ccc(C)c(N(C(=O)c2snc(C(N)=O)c2N)C(C(=O)NCC2CCCO2)c2ccc(C)o2)c1 (stereo unspecified)	111	103	99	2	6	98	-9	9
Cc1ccc2cc(C)c3nnc(SCC(=O)N4CCN(C(=O)c5ccco5)CC4)n3c2c1	104	115	97	-5	-4	79	2	1
CCc1c(C)nc(N)c(C#N)c1-c1ccccc1	99	93	98	3	1	101	-14	-1
O=C(NC(=S)Nc1nc2ccc(F)cc2s1)c1ccco1	97	108	112	-4	2	113	2	20
N#Cc1cc2c(=O)n3ccccc3nc2n(-c2ccccc2Cl)c1=O	96	105	108	-11	4	90	-3	6
CCOc1ccc(OCc2cccc(C(=O)N3CCCCCC3)c2)cc1	107	107	102	11	29	98	10	-2
O=C(Nc1ccccc1)C1CCCN1C(=O)NCc1ccccc1 (stereo unspecified)	105	104	102	9	1	95	2	0
S=C(NCc1ccccc1)NCc1ccccn1	103	102	94	1	5	109	4	0
CCCC1CCC(c2ccc(C(N)=O)cc2)CC1 (stereo unspecified)	98	99	102	-4	-12	98	-5	0
COc1ccc(NC(=O)CN2c3cccc4cccc(c34)S2(=O)=O)c(OC)c1	104	104	112	-5	-1	112	-1	4
O=C(COc1ccc(C(=O)c2ccc(F)cc2)cc1)Nc1cccc(S(=O)(=O)N2CCOCC2)c1	99	104	111	6	-11	119	5	-3
COC(=O)CCCCCN1C(=O)/C(=C\c2ccncc2)SC1=S	97	91	97	-8	3	101	-15	1
CCO[C@H]1OC(C(=O)NC2CC2)=C[C@@H](C)[C@@H]1CCCO	97	?	?	6	-4	?	3	0
Cc1ccc(OCC(=O)N/N=C/c2cc([N+](=O)[O-])ccc2N2CCCCC2)cc1	106	97	102	13	-1	93	0	-1
COc1ccc(CCNC(=O)CCCCC(=O)NCCc2ccc(OC)c(OC)c2)cc1OC	97	100	108	8	1	112	-8	0
CCCCCn1c(=O)[nH]c2cc(C(=O)N3CCN(c4ccc(C(C)=O)cc4)CC3)ccc2c1=O	97	103	106	5	7	95	4	-4
O=C(O)c1cc(S(=O)(=O)N2CC3CC3C2C(=O)O)c(Cl)cc1Cl (stereo unspecified)	97	105	105	15	2	101	6	-3
Cc1ccc(C)c(S(=O)(=O)Nc2ccc(O)c3ccccc23)c1	103	91	91	-30	-4	90	-19	12
CCN(CC(=O)Nc1c(F)cccc1F)C(=O)CC1CCCC1	111	99	100	3	-3	100	-3	4
CCOc1ccc2nc(C)cc(Nc3ccc4c(c3)OCCO4)c2c1	103	92	91	7	4	.	11	34
O=C(CCc1nc(-c2ccccc2)no1)N1CCCC1	100	95	98	2	-14	103	4	12
COc1ccc(C(=O)N2CCCC(C(N)=O)C2)cc1S(=O)(=O)N1CCOCC1 (stereo unspecified)	103	102	99	2	.	101	2	-2
COCCNC(=O)C(c1ccc(O)cc1)N(C(=O)CCC(=O)Nc1nccs1)c1cccc(C)c1 (stereo unspecified)	112	97	94	-10	8	94	-7	1
Cc1nc(C(=O)NNC(=O)c2ccccc2Cl)c(C(F)(F)F)o1	99	94	93	-1	24	104	-2	0
Cn1c(Br)nc2c1c(=O)n(CC(O)COc1ccccc1)c(=O)n2C (stereo unspecified)	112	99	100	-9	9	106	-3	-11
CC(C)(C)c1ccc(C2CC2C(=O)N/N=C\c2ccc[nH]2)cc1 (stereo unspecified)	102	91	100	-3	35	97	3	0
Cc1cccc(C)c1OCC(=O)Nc1ccc(NC(=O)c2ccco2)cc1	96	102	100	3	-4	99	0	-1
CCOc1ccc(N(C)S(=O)(=O)c2csc(C(N)=O)c2)cc1	96	103	104	-5	-2	101	-3	1
COC(=O)C(C)Oc1ccc2c(c1)O/C(=C\c1ccco1)C2=O (stereo unspecified)	97	101	99	-7	2	90	-2	0
COCc1c(C(=O)OCC(=O)Nc2ccc(OC(F)F)cc2)oc2ccccc12	109	99	109	-2	-3	108	-5	0

Single records, as listed above.
`COCCNC(=O)C(c1ccc(O)cc1)N(C(=O)CCC(=O)Nc1nccs1)c1cccc(C)c1` (stereo unspecified) is entered as Yeast superoxide = 112; RPL19A-GFP yeast = 97; MEP2 TOR yeast = 94; procasp7 counter = -10; GASC-1 inh = 8; LAP4 TOR yeast = 94; proCasp3 act = -7; AHR activator = 1
`COc1ccc(CCNC(=O)CCCCC(=O)NCCc2ccc(OC)c(OC)c2)cc1OC` is entered as Yeast superoxide = 97; RPL19A-GFP yeast = 100; MEP2 TOR yeast = 108; procasp7 counter = 8; GASC-1 inh = 1; LAP4 TOR yeast = 112; proCasp3 act = -8; AHR activator = 0

Next part:
SMILES	Yeast superoxide	RPL19A-GFP yeast	MEP2 TOR yeast	procasp7 counter	GASC-1 inh	LAP4 TOR yeast	proCasp3 act	AHR activator
CCN(CC)CCCN1C(=O)C2C(C(=O)Nc3ccc(C(C)C)cc3)C3C=CC2(O3)C1C(=O)NC1CCCCC1 (stereo unspecified)	97	103	99	8	14	92	-2	-1
COc1cc(C(=O)Nc2ccc(Oc3ncnc4sc(-c5ccccc5)cc34)cc2)cc(OC)c1OC	111	105	112	3	-3	104	1	0
O=C1CC(c2ccc(F)cc2)Cc2nc(NCc3ccco3)ncc21 (stereo unspecified)	88	101	110	7	4	100	0	2
CCOc1cc(C2C(C(=O)c3ccco3)=C(O)C(=O)N2CC2CCCO2)ccc1O (stereo unspecified)	98	99	103	0	-4	102	6	-1
COc1ccc(N2CCN(C(=O)c3ccc(Cl)c(S(=O)(=O)N4CCCC4)c3)CC2)cc1	112	99	92	2	12	102	-1	5
CC(C(=O)Nc1ccccc1C(=O)N1CCOCC1)N(c1ccc(Cl)cc1)S(C)(=O)=O (stereo unspecified)	91	92	101	-4	14	99	0	0
Cc1occc1C(=O)NNC(=O)Nc1ccc([N+](=O)[O-])cc1	104	100	99	9	13	102	12	1
N#C/C(=C/c1cn(-c2ccccc2)nc1-c1cccc(OCc2ccc(F)cc2)c1)C(=O)NCCCn1ccnc1	110	96	100	5	3	97	6	6
COc1ccc(OCC(=O)OCCNC(=O)c2cccnc2)cc1	102	100	97	-6	-1	87	-6	0
CCCc1nc(SCc2ccc(Cl)cc2Cl)n[nH]1	111	99	101	-6	7	103	-4	-1
CC12CCC(=O)N1C(C(=O)Nc1cc(Cl)ccc1N1CCOCC1)CS2 (stereo unspecified)	98	105	98	8	-4	98	4	5
CC12CCC(=O)N1C(C(=O)Nc1cc(S(=O)(=O)N3CCCCCC3)ccc1OCC(F)(F)F)CS2 (stereo unspecified)	81	97	94	0	2	81	2	0
CCCCN(CC)C(=O)/C=C/c1cccc([N+](=O)[O-])c1	94	104	101	11	12	97	-2	13
O=C(NCCCc1ccccc1)C1CCN(S(=O)(=O)c2ccc(F)cc2)CC1	88	105	113	2	-1	98	3	0
CCC(C)n1c(SCC(=O)NCc2ccco2)nnc1-c1cccc(S(=O)(=O)N2CCOCC2)c1 (stereo unspecified)	99	91	110	-3	5	91	-6	1
c1ccc2c(c1)CCN(c1nc3cc4c(cc3s1)OCCO4)C2	108	95	96	-11	-3	120	1	30
CCOC(=O)c1cc(C)n(Cc2ccc(OCC)c(OC)c2)c1C	84	102	105	7	2	102	-5	2
Cc1ccc(Nc2c3c(nc4ncnn24)CCC3)cc1	90	101	107	1	-4	96	-2	0
COc1ccc(CNC(=O)Cc2cccs2)cc1	90	94	99	-5	5	90	-2	3
COc1ccc(C(=O)NC(=S)Nc2ccc3c(c2)Cc2ccccc2-3)cc1	105	103	107	-10	-2	97	3	10
COc1ccc(C(=O)Nc2ccc(C(=O)N3CCCCC3C)cc2)c(OC)c1OC (stereo unspecified)	102	94	98	1	1	99	3	0
O=C(CCc1nc2ccccc2c(=O)[nH]1)Nc1cccc(S(=O)(=O)N2CCOCC2)c1	101	99	93	11	-9	86	2	2
CC(=O)Nc1ccc(S(=O)(=O)NCC(=O)NCCCc2ccccc2)cc1	95	102	105	-8	-6	89	2	0
CN(CCC1CCOCC1)Cc1nc(Cc2ccccc2F)no1	89	103	102	5	-1	110	5	-2
O=C(NCCc1ccccc1)c1coc(=O)c(Br)c1	100	102	103	.	3	108	.	.
COc1ccc(S(=O)(=O)N2CCN(CC(=O)c3[nH]c(C)c(C(C)=O)c3C)CC2)cc1OC	86	108	109	-5	-9	111	6	-2
COc1cc2cc(Br)cc(Br)c2nc1C	97	93	91	0	2	96	-6	4
C/C(=N\NC(=O)COc1ccc(C(C)(C)C)cc1)c1ccccc1	99	100	101	10	2	98	3	8
COc1ccc(C)cc1S(=O)(=O)N(CC(=O)O)c1ccc(F)cc1	100	100	99	-8	6	98	7	0
CCOc1cc(C(=O)N2CCCN(C)CC2)cc(OCC)c1OCC	108	102	104	8	4	90	-5	-1
CC(C)(C)c1ccc(-c2nnc(SC3CCOC3=O)n2Cc2ccccc2)cc1 (stereo unspecified)	100	99	98	1	-1	90	-4	1
COc1ccccc1NS(=O)(=O)c1cc(NC(=O)CCC(=O)c2cccs2)ccc1Cl	98	102	106	-1	0	97	5	0
CC1=NN(C(N)=S)C(=O)C1N=Nc1ccccc1 (stereo unspecified)	114	104	107	0	-2	107	0	70*
CS(=O)(=O)NCc1ccc(C(=O)NCc2ccccc2)cc1	97	107	93	7	1	91	4	1
COc1ccc(NC(=O)C2CCCN(S(C)(=O)=O)C2)cc1OC (stereo unspecified)	100	98	103	13	2	98	0	-1
Cc1nonc1C1CCCN1C(=O)c1cc(COc2cccc(C(F)(F)F)c2)on1 (stereo unspecified)	112	110	109	-5	5	106	1	1

Screening results: PubChem, several laboratories
